CHRM4 antagonist – human M4 muscarinic receptor antagonists, primary screen, CHO cells, Fluo-8 calcium fluorescence; Muscarinic acetylcholine receptor M4 (Homo sapiens), P08173; CHO-hM4 cells, ACh EC80; inhibition, % at 3 µM; 360,000 compounds, 0.73% hits;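 active means inhibition above its plate's cutoff, the mean inhibition of sample wells plus 3 SD, cut at about 27% in these data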;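 further: 0% = acetylcholine EC80 with DMSO and 100% = DMSO without agonist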
Target sequence (P08173 whole entry, looked up): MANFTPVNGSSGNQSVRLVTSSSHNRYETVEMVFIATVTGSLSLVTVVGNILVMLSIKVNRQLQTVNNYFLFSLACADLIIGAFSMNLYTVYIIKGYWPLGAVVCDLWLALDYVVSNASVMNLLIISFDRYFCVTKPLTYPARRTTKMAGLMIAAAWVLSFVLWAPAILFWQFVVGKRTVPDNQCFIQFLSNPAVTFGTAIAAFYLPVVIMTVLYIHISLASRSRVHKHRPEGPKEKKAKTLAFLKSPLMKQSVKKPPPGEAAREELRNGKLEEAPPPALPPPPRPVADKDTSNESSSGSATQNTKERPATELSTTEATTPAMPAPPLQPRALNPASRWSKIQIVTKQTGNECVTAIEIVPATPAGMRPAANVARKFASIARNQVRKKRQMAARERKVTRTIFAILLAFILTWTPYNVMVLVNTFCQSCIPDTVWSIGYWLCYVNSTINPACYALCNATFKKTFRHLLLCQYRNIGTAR
CHRM1 PAM – human M1 muscarinic receptor positive allosteric modulators, primary screen, CHO-K1 cells, Fluo-8 calcium fluorescence, 1536-well | 360,000 compounds, 0.088% hits | Muscarinic acetylcholine receptor M1 (Homo sapiens), P11229 | CHO-K1 hM1, ACh EC20; 0% = ACh EC20, 100% = maximal ACh | activation, % at 3 µM; in the data active means activation above about 19%, passing the limit was not always enough
M1 antag – human M1 muscarinic receptor antagonists, primary screen, CHO-K1 cells, Fluo-8 calcium fluorescence, 1536-well; CHO-K1 hM1, ACh EC80 antagonist; inhibition, % at 3 µM; Muscarinic acetylcholine receptor M1 (Homo sapiens), P11229; 360,000 compounds, 1.3% hits;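 active means percent inhibition above its own plate's cutoff, namely the mean of that plate's compound wells plus 3 SD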;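 further: peak over basal fluorescence ratio during 140 s after agonist addition; 0% = ACh EC80 plus DMSO and 100% = DMSO alone without agonist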
CHRM4 PAM – human M4 muscarinic receptor positive allosteric modulators, primary screen, CHO-K1 cells, Fluo-8 calcium fluorescence; Muscarinic acetylcholine receptor M4 (Homo sapiens), P08173; CHO-K1 hM4/Gqi5, ACh EC20; 0% = ACh EC20, 100% = maximal ACh; activation, % at 3 µM; 360,000 compounds, 0.4% hits;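 active means activation above its plate's cutoff, the mean activation of sample wells plus 3 SD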; further: some results filed as inactive read as strong as hits
CHRM5 PAM – human M5 muscarinic receptor positive allosteric modulators, primary screen, CHO-K1 cells, Fluo-8 calcium fluorescence; AID 624038, 2012; CHO-K1 hM5, ACh EC20 PAM; 0% = ACh EC20, 100% = ACh EC100; 360,000 compounds, 0.3% hits; activation, % at 3 µM; Muscarinic acetylcholine receptor M5 (Homo sapiens), P08912;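 active means activation above the run cutoff, the mean activation of all test compounds plus 3 SD, cut at about 18% in these data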
Target sequence (P08912 whole entry, looked up): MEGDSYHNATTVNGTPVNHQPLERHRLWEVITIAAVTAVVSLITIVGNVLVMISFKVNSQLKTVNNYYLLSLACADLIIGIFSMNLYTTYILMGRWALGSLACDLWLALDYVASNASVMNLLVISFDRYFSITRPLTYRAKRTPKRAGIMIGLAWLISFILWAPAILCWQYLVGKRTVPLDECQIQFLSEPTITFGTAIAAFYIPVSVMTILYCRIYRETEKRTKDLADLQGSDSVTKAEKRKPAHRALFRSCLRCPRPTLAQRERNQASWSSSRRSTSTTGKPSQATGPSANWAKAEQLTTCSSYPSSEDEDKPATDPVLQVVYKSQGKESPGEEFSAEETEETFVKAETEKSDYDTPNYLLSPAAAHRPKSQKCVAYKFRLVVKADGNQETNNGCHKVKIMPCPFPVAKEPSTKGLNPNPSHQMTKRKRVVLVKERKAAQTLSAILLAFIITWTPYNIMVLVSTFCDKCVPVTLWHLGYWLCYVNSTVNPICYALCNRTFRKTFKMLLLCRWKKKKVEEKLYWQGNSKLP
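Measured by: Fluo-8 calcium fluorescence; material: human M5 receptor in CHO-K1 cells; schedule: Post-acetylcholine fluorescence recording 140 s; benchmarks: low control EC20 acetylcholine (0%), high control EC100 acetylcholine (100%); read-out: Max/basal fluorescence ratio as % of EC20–EC100 ACh window; compound: single dose, 3 µM nominal final test concentration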
CHRM5 agonist – human M5 muscarinic receptor agonists, primary screen, CHO-K1 cells, Fluo-8 calcium fluorescence; Muscarinic acetylcholine receptor M5 (Homo sapiens), P08912; activation, % at 3 µM; AID 624037, 2012; CHO-K1 hM5 cells; 0% DMSO wells, 100% maximal acetylcholine response; 360,000 compounds, 0.19% hits;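 active means activation above the run's mean over test compounds plus 3 SD, cut at about 23% in these data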;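 further: signal is peak over basal fluorescence ratio across the kinetic read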
CRFR2-BP ag – agonists of CRF-BP/CRF-R2 complex, primary screen, cell-based, HEK293, calcium dye fluorescence, uHTS | CRF-binding protein / CRF receptor 2 complex (human) | 350,000 compounds, 0.46% hits | activation, % at 13.2 µM | calcium dye fluorescence (FLIPR); percent of saturating CRF peptide response;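 active means activation of at least 50%, plus an integration ratio under a set limit after plate pattern correction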;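 further: plate controls were neutral control wells without compound for no effect and CRF at EC100 for full effect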
CHRM4 agonist – human M4 muscarinic receptor agonists, primary screen, CHO-K1 cells, Fluo-8 calcium fluorescence; CHO-K1 hM4/Gqi5; vehicle 0%, full acetylcholine response 100%; activation, % at 3 µM; 360,000 compounds, 0.14% hits;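 active means activation above the run mean over all test wells plus 3 SD, cut at about 32% in these data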;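 further: peak over basal fluorescence ratio per well then scaled between controls; 0% = DMSO wells and 100% = acetylcholine at EC100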
M5 antag – human M5 muscarinic receptor antagonists, primary screen, CHO cells, Fluo-8 calcium fluorescence; Muscarinic acetylcholine receptor M5 (Homo sapiens), P08912; AID 624040, 2012; CHO-hM5 cells, ACh EC80; 360,000 compounds, 0.59% hits; inhibition, % at 3 µM;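 active means inhibition above a per-plate cutoff, the mean of that plate's test compounds plus 3 SD, cut at about 27% in these data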;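 further: 0% = acetylcholine EC80 with DMSO and 100% = DMSO without agonist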
Numbers without * were called inactive; x = not tested or not shown.

CHRM4 agonist	CHRM4 PAM	CHRM4 antagonist	CHRM5 PAM	M5 antag	CRFR2-BP ag	M1 antag	CHRM5 agonist	CHRM1 PAM	mol
8	-3	-5	-2	-7	-0.3	3	1	0	Cc1ccc(N=c2c([N+](=O)[O-])nn(-c3ccc4c(c3)OCCO4)n2O)cc1F
1	-1	-3	0	3	2.7	-6	-4	6	COCc1cc(C)nc(SCC(=O)Nc2cc(C(F)(F)F)ccc2N2CCOCC2)c1C#N
1	18	-7	16	-7	-0.6	-8	-15	11	CCn1nnnc1NCc1cccc(Cl)c1
1	6	0	0	-5	-0.2	-9	-1	9	CNC(=O)c1sccc1S(=O)(=O)Cc1c(Cl)cccc1Cl
1	16	7	-2	3	-1.0	-1	-2	2	COc1ccc(CCNC(=O)CSc2n[nH]c(C)c2[N+](=O)[O-])cc1OC
1	5	-18	-5	-4	0.0	-4	-2	7	COc1ccc(-n2c(C(C)n3nc(C)c([N+](=O)[O-])c3C)n[nH]c2=S)cc1 (stereo not drawn)
0	-1	7	3	2	-0.6	-1	-6	4	CC(OC(=O)c1ccco1)C(=O)NC1CCCCC1 (stereo not drawn)
3	0	-9	1	-4	x	x	-2	x	Cc1cccc(COC[C@H](CC(C)C)N2CCN(C(=O)c3ccc(C(F)(F)F)cc3)CCC2=O)c1
3	-4	3	4	-4	-1.3	-5	2	-2	c1nc(NCc2ccc3c(c2)OCO3)c2cc(-c3ccoc3)ccc2n1
1	5	-10	-2	11	0.5	0	-2	1	COc1ccc(C)cc1NC(=O)c1sc2nc(C)nc(N3CCOCC3)c2c1C

(cont.)
CHRM4 agonist	CHRM4 PAM	CHRM4 antagonist	CHRM5 PAM	M5 antag	CRFR2-BP ag	M1 antag	CHRM5 agonist	CHRM1 PAM	mol
5	-29	67*	-17	50*	-0.6	70*	-7	-26	O=S(=O)(Nc1nc2ccccc2[nH]1)c1ccc(Cl)cc1
1	5	-8	2	1	0.2	12	2	18	C=CC[C@@H](CC(=O)N[C@H](CO)Cc1ccccc1)C(=O)N[C@H](COC(=O)[C@@H](CC=C)Cc1ccc(F)cc1)C(C)(C)C
2	6	-5	4	-1	-1.1	-4	0	9	O=S(=O)(NN1CCOCC1)c1ccc(Cl)s1
1	5	-16	-1	1	-2.4	-4	0	11	COC(=O)[C@H]1C[C@@]2(O)CN(S(=O)(=O)c3ccc(C)cc3)C[C@@]2(OC(=O)NC2CCCC2)C[C@H]1C(=O)OC
1	-8	-6	-4	4	-1.5	-16	-10	9	COc1ccc(N2C(=O)CSC2c2ccccc2)cc1 (stereo not drawn)
1	-1	2	-5	-3	1.4	-6	3	4	CS(=O)(=O)N1CCC(C(=O)Nc2cccc(Cl)c2Cl)CC1
1	2	8	-2	-5	6.5	-4	1	7	COCCCN=C(c1ccco1)n1c(=S)nc(-c2ccco2)n(CCCOC)c1=S
0	1	3	4	-1	-0.8	-7	4	10	Cc1cc(Br)ccc1SCC(=O)OCC(=O)Nc1ccc2[nH]c(=O)[nH]c2c1
1	9	-4	-1	0	0.7	2	1	5	Cc1cc(=O)oc2ccc(OC(C)C(=O)O)cc12 (stereo not drawn)
2	1	-4	0	11	0.5	-14	-1	13	Cc1cccc(NC(=O)[C@@H]2CCCN2C(=O)OC(C)(C)C)c1

Additional compounds follow:
CHRM4 agonist	CHRM4 PAM	CHRM4 antagonist	CHRM5 PAM	M5 antag	CRFR2-BP ag	M1 antag	CHRM5 agonist	CHRM1 PAM	mol
1	0	0	1	-3	-0.2	0	-1	3	CC(C)c1ccc(C(=O)OC2CCOC2=O)cc1 (stereo not drawn)
4	2	-5	5	1	-0.1	4	-1	0	O=C(c1cc(-c2ccccc2Cl)nc2ccccc12)N1CCOCC1
-1	-1	9	-3	9	0.9	-4	-1	0	COc1ccccc1NC(=O)OCC#CCOC(=O)Nc1ccccc1OC
6	23*	-7	-6	8	-0.1	6	4	2	Cc1cc(NC(=O)CN(C)CC(=O)Nc2ccc(Cl)c(C(F)(F)F)c2)no1
0	-7	1	-1	-5	-0.2	2	2	4	O=C(OCc1nc2ccccc2s1)c1cnccn1
1	0	-1	-3	11	1.0	11	7	-4	c1ccc(-c2nnc(NC3=NCCC3)o2)cc1
1	7	-15	5	0	-0.3	-6	1	8	O=C(CN1C(=O)C2CC=CCC2C1=O)Nc1ccc(OC(F)(F)F)cc1 (stereo not drawn)
0	14	-20	14	-11	0.0	-10	-2	8	CSc1nc(C)c2c(n1)N(c1ccc(C(C)C)cc1)CC2
6	-2	-4	-5	-1	0.7	-6	3	-2	COc1ccc(Cc2noc(CN3CCCC(C(=O)c4cccs4)C3)n2)cc1OC (stereo not drawn)
1	8	-11	6	3	-1.2	-9	1	11	CCOC(=O)C1(Cc2ccc(OC)cc2)CCN(C(=O)CC2CCC(=O)N2)CC1 (stereo not drawn)

Going on with the list:
CHRM4 agonist	CHRM4 PAM	CHRM4 antagonist	CHRM5 PAM	M5 antag	CRFR2-BP ag	M1 antag	CHRM5 agonist	CHRM1 PAM	mol
1	-10	11	7	3	1.8	-11	-2	14	COc1ccc(CNC(=O)CCS(=O)(=O)c2cc3c(cc2Cl)NC(=O)CO3)cc1
-2	3	1	0	-5	0.8	-5	-4	3	Cc1ccc(C(=O)Nc2ccc3c(c2)CCC3)o1
1	7	1	3	1	-0.1	-3	3	6	COc1ccccc1CNC(=O)CCNC(=O)c1ccco1
10	-1	2	-12	14	0.2	-3	1	2	O=C(C1=C[C@@H](c2ccc(Br)cc2)C[C@@H](OCc2ccc(CO)cc2)O1)N1CCN(Cc2ccc3c(c2)OCO3)CC1
3	-11	2	2	0	1.0	-5	-5	9	Cc1ccc2nc(-c3ccc(NC(=S)NCC(C)(C)CN(C)C)cc3)sc2c1
3	3	-6	4	-7	3.6	-6	-6	0	COc1ccc(NC(=O)c2cc(Cl)ccc2NC(=O)c2ccco2)c(OC)c1
0	2	-18	-5	2	x	-14	1	9	O=C(NCCc1ccccc1)Nc1nnc([C@H]2C[C@H](O)[C@@H](CO)O2)s1
8	-5	12	-12	9	0.3	8	3	-8	COc1ccc(NC(=O)COc2ccc(N(C)S(=O)(=O)c3ccc(Cl)cc3)cc2)cc1
1	3	-6	-4	0	1.7	-25	-1	18	COc1ccc2c(c1)c1nnc(SC)nc1n2C
1	16	3	-2	0	-1.3	-8	-2	10	N#Cc1cc(C(=O)Cc2ccccc2)c[nH]1

Quoted at random: 5 compounds from above, in no set order.
CHRM4 agonist	CHRM4 PAM	CHRM4 antagonist	CHRM5 PAM	M5 antag	CRFR2-BP ag	M1 antag	CHRM5 agonist	CHRM1 PAM	mol
3	3	-6	4	-7	3.6	-6	-6	0	COc1ccc(NC(=O)c2cc(Cl)ccc2NC(=O)c2ccco2)c(OC)c1
1	16	3	-2	0	-1.3	-8	-2	10	N#Cc1cc(C(=O)Cc2ccccc2)c[nH]1
1	3	-6	-4	0	1.7	-25	-1	18	COc1ccc2c(c1)c1nnc(SC)nc1n2C
0	2	-18	-5	2	x	-14	1	9	O=C(NCCc1ccccc1)Nc1nnc([C@H]2C[C@H](O)[C@@H](CO)O2)s1
8	-5	12	-12	9	0.3	8	3	-8	COc1ccc(NC(=O)COc2ccc(N(C)S(=O)(=O)c3ccc(Cl)cc3)cc2)cc1

(continued)
CHRM4 agonist	CHRM4 PAM	CHRM4 antagonist	CHRM5 PAM	M5 antag	CRFR2-BP ag	M1 antag	CHRM5 agonist	CHRM1 PAM	mol
11	-4	-1	-5	15	-0.4	-12	-1	0	CCO[C@H]1OC(C(=O)N2CCN(Cc3ccc4c(c3)OCO4)CC2)=C[C@@H](c2cn(C(C)=O)c3ccccc23)[C@@H]1CCCO
0	-2	0	-2	12	-1.6	-5	1	2	C[C@@H]1CN([C@@H](C)CO)C(=O)CCCn2cc(nn2)CO[C@H]1CN(C)S(=O)(=O)c1ccc(-c2ccccc2)cc1
0	0	-6	1	-7	1.6	-4	-4	5	C[C@@H](NC(=O)[C@@H]1Cc2ccccc2CN1)C(=O)NCc1ccco1
-2	11	5	4	3	-2.2	3	-4	5	CN(c1ccccc1)S(=O)(=O)c1ccccc1Br
11	-7	1	-1	14	0.6	-3	-4	-4	Cc1cccc(CN2CCCC(C(=O)Nc3ccc(-c4cscn4)cc3)C2)c1 (stereo not drawn)
8	2	-15	-7	0	-0.9	5	0	0	Cn1nc(C(=O)Nc2cccc(S(=O)(=O)N3CCOCC3)c2)c2ccccc2c1=O
0	0	-11	2	3	0.8	-5	-6	15	O=C(O)CC1(CC(=O)NCc2ccc(F)cc2)CCCCC1
1	6	5	5	1	-0.2	-1	-2	6	COc1cc(C2C(C(=O)c3ccc(C)o3)=C(O)C(=O)N2CCN2CCOCC2)ccc1OCCC(C)C (stereo not drawn)
0	-11	2	0	0	3.6	-9	0	8	COC(=O)c1cc(-c2ccc(S(=O)(=O)N3CCCCC3)cc2)c(C(F)(F)F)s1
-1	-1	8	4	1	-3.4	-8	-3	3	COc1cc2c(cc1OC)C(c1cccs1)N(C(=O)c1cccc(S(=O)(=O)N(C)C)c1)CC2 (stereo not drawn)

(cont.)
CHRM4 agonist	CHRM4 PAM	CHRM4 antagonist	CHRM5 PAM	M5 antag	CRFR2-BP ag	M1 antag	CHRM5 agonist	CHRM1 PAM	mol
1	-1	-7	1	15	-0.1	-11	0	6	COc1cccc(/C=C(/C#N)c2nc3ccccc3[nH]2)c1OC(C)C(=O)O (stereo not drawn)
1	16	-16	7	-11	x	x	1	x	CCOC(=O)c1noc2c1CCC2
1	-15	-6	-4	9	-2.6	-17	-4	6	CCOC(=O)C1CCN(C(=O)Nc2ccc(C)c(Cl)c2)CC1
6	4	-6	-1	4	5.8	-8	0	1	Cc1c(C(=O)N2CCC(N3CCSCC3)CC2)oc2c(F)cccc12
0	-4	3	-2	5	0.1	10	0	-5	O=C(Oc1ccc(C(=S)N2CCCCC2)cc1)c1ccccc1F
0	-9	41*	-14	9	-2.8	47*	-11	-29	O=C1NC(=S)NC1(c1ccccc1)c1ccccc1
0	4	4	5	9	-0.7	1	5	5	Cc1cc(C)n2c(SCC(=O)N(CC(C)C)c3c(N)n(CC(C)C)c(=O)[nH]c3=O)nnc2n1

Some of the entries above, reformatted:
Second line of a record: CHRM4 agonist, CHRM4 PAM, CHRM4 antagonist, CHRM5 PAM, M5 antag, CRFR2-BP ag, M1 antag, CHRM5 agonist, CHRM1 PAM
C[C@@H]1CN([C@@H](C)CO)C(=O)CCCn2cc(nn2)CO[C@H]1CN(C)S(=O)(=O)c1ccc(-c2ccccc2)cc1
    0, -2, 0, -2, 12, -1.6, -5, 1, 2
C[C@@H](NC(=O)[C@@H]1Cc2ccccc2CN1)C(=O)NCc1ccco1
    0, 0, -6, 1, -7, 1.6, -4, -4, 5

Screens as filed in PubChem BioAssay.
